High-throughput results from PubChem.
SENP6 block: blocks the human protease SENP6; Q9GZR1; Recombinant SENP6 catalytic domain, aminoluciferin luminescence; inhibition, % at 10 µM; actives 1.8% (n = 330,000);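 active = inhibition above about 50% at the single tested dose, limit read from the data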;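 also: plate controls were DMSO wells with enzyme for no effect and DMSO wells lacking enzyme for full effect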
NALP3 yeast inh: blocks the NALP3 inflammasome reconstituted in yeast. Yeast reconstituted NLRP3/ASC/caspase-1, beta-gal luminescence, 24 h. inhibition, % at 10 µM. actives 0.39% (n = 330,000). AID 2825;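 active = inhibition of 50% or more; inactive = inhibition below 50%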;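 also: plate controls were induced DMSO wells for no effect and uninduced yeast grown without galactose for full effect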
SENP8 block-1: blocks human SENP8 cleavage of Nedd8 substrate. recombinant SENP8, Nedd8 substrate fluorescence. inhibition, % at 20 µM. actives 0.64% (n = 360,000). AID 602440; in the data active = inhibition mostly above about 40%, no sharp cut-off; inactive = mostly below about 27%
Target sequence (Q96LD8 whole entry, looked up): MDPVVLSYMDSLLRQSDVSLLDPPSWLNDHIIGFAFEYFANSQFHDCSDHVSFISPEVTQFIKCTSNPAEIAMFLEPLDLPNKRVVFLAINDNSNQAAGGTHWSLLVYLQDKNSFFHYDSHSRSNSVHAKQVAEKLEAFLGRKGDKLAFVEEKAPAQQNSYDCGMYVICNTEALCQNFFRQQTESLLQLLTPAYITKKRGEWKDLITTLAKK
SENP7 inh: SENP7 protease inhibition; Q9BQF6; recombinant SENP7, Z-RLRGG-aminoluciferin luminescence, 40 min; inhibition, % at 5 µM; actives 1.5% (n = 330,000); AID 434973;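 active = inhibition above about 50% at the single test dose, limit read from the data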;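 also: plate controls were DMSO with enzyme for no effect and no enzyme buffer wells for full effect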
Target sequence (Q9BQF6 706-1050 limits assumed): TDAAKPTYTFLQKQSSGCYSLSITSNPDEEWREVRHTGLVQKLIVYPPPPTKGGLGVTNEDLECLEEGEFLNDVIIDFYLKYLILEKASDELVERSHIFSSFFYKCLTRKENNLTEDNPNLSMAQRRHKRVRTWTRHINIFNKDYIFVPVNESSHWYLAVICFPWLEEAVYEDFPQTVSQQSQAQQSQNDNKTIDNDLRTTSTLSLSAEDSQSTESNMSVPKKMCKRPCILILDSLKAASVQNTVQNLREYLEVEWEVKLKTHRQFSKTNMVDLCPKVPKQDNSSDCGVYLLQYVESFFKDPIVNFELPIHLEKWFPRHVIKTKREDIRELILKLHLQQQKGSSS
PfGluPho inh: PfG6PD (Plasmodium falciparum) enzyme inhibition; PfGluPho enzyme, NADPH resazurin-diaphorase fluorescence; inhibition, % at 20 µM; actives 0.78% (n = 350,000);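 active = inhibition reaching at least a set limit at 20 µM in the primary screen, cut at about 59% in these data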;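 also: 0% = DMSO wells with substrate and 100% = DMSO wells lacking glucose-6-phosphate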
Apaf-1 inh: blocks human Apaf-1 apoptosome activity; O14727; reconstituted apoptosome caspase-3 activity, DEVD-Rh110 fluorescence; inhibition, % at 20 µM; actives 0.71% (n = 330,000); active = inhibition of at least 40% at 20 µM;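 also: plate controls were DMSO wells for no effect and DEVD-CHO caspase inhibitor wells for full effect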
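Medium: Hepes buffer, pH 7.5 / System: biochemical Apaf-1 apoptosome reconstitution / Measured by: Rh110 fluorescence, excitation 480 nm, emission 540 nm / Times: compound with Apaf-1, dATP, procaspase-3 30 min, then 50 min reaction, room temperature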
HKDC1 inhibitor: inhibitors of human hexokinase HKDC1; actives 0.16% (n = 340,000); Q2TB90; AID 493160; recombinant HKDC1, G6PDH/diaphorase resazurin coupled fluorescence; inhibition, % at 20 µM;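 active = inhibition above about 35% when tested at 20 µM, limit read from the data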;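 also: plate controls were DMSO wells with enzyme for no effect and DMSO wells lacking enzyme for full effect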
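Incubation: 90 min at room temperature in dark / Material: recombinant HKDC1 (HK5) hexokinase enzyme, produced in-house / Quantity: enzyme 5 µg/mL final / Compound: one dose of 20 µM, 1% DMSO / Reagent: glucose and ATP substrates / Buffer or medium: Tris pH 8.0 buffer with MgCl2, Tween-20, BSA, BME / Technique: resorufin fluorescence at 613 nm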
SENP8 block-2: inhibitors of human SENP8 protease | Q96LD8 | purified SENP8, Z-RLRGG-aminoluciferin cleavage, luminescence | inhibition, % at 10 µM | actives 1.2% (n = 330,000) | AID 2540; in the data active = inhibition above about 50%
SENP1 inh: SENP1 (human) catalytic domain inhibition | Q9P0U3 | recombinant SENP1 catalytic domain, CyPet-SUMO1-YPet FRET cleavage | inhibition, % at 10 µM | actives 0.21% (n = 360,000) | AID 624204;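 active = inhibition at least 30% at 10 µM, raw YFP signal under a set limit, fluorescence ratio 0.5 to 1.5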;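 also: 0% = enzyme with DMSO and 100% = no enzyme wells; some results filed as inactive read as strong as hits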
Target sequence (Q9P0U3 419-644 limits assumed): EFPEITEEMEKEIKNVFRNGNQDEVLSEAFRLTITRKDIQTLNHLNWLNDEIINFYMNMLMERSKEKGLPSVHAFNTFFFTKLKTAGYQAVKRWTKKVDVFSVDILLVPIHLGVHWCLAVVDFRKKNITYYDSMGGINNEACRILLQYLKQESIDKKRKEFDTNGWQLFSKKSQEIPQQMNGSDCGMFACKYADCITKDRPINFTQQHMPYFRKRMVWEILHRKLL
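System: Recombinant human SENP1 catalytic domain, His6-tagged | Incubation: Enzyme reaction for 50 min at room temperature, dark | Medium: Tris pH 8 with BME, BSA, NP40 and catalase | Also added: 25 nM SUMO1 FRET substrate | Compound: 10 µM single point, 0.5% DMSO | Measured by: FRET fluorescence in CFP and YFP emission channels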
An asterisk follows results filed as active; i = inactive; . = not tested or not shown.

SMILES	SENP6 block	NALP3 yeast inh	SENP8 block-1	SENP7 inh	PfGluPho inh	Apaf-1 inh	HKDC1 inhibitor	SENP8 block-2	SENP1 inh
CC1CC(C)CN(C(=O)CCC(=O)Nc2nnc(C(C)C)s2)C1 (stereo not drawn)	4	9	5	1	-15	0	-1	-2	0
CCC(C)N(C(=O)COc1ccc(Cl)c2cccnc12)C1CCS(=O)(=O)C1 (stereo not drawn)	-8	24	i	5	13	6	4	-7	3
O=C(c1cnsn1)N1CCC(CO)(Cc2ccc(Cl)cc2)CC1	4	12	5	1	-5	4	-9	-4	-1
Cc1sc2ccccc2[n+]1CCC(C)S(=O)(=O)[O-] (stereo not drawn)	-16	2	18	3	15	-1	0	2	0
CC(=O)c1cccc(Nc2nc(-c3cccnc3)cs2)c1	-48	33	-5	-23	4	12	-2	-31	-1
COc1ccc(OC)c2sc(N3CCCCC3)nc12	-10	23	15	-7	-4	9	0	-11	-1
CN(C)S(=O)(=O)Nc1ccc(Oc2ccccc2)cc1	18	17	10	2	7	-10	-10	6	2
C=C1CCN([C@H](C(=O)NCc2ccc(OC)cc2)C(C)C)S(=O)(=O)c2ccccc21	12	18	14	-3	-9	6	-3	-5	2
CC1CN(Cc2ccccc2)c2ccccc2NC1=S (stereo not drawn)	2	22	19	1	31	18	19	-1	2
COc1ccc(/C=N/NC(=O)CCC(=O)Nc2ccc(Br)cc2)c(OC)c1	-4	1	8	3	-5	13	-9	0	2
CS/C(N)=N/C(=S)Nc1cccc(Cl)c1	58*	16	22	21	4	-7	5	5	2
CCn1c(COc2ccccc2C(N)=O)nc2ccccc21	4	9	-25	3	-10	8	-11	-5	2
CCn1cc(C(=O)OC(C)C(=O)Nc2c(C)n(C)n(-c3ccccc3)c2=O)c(=O)c2ccc(C)nc21 (stereo not drawn)	.	.	14	.	-16	.	-9	.	-1
Cc1scc(-c2n[nH]c(=S)n2Cc2ccccc2)c1C	-9	5	24	-9	14	19	0	-5	3
Cc1ccc(CNc2ccc(CNc3ncn[nH]3)cc2)cc1	6	-11	8	1	3	-11	-8	0	3
O=C(CSc1ccc(F)cc1)N1CCN(S(=O)(=O)c2ccccc2)CC1	-26	33	6	-8	-11	8	-5	-7	3
Cc1c(C(=O)NNC(=S)Nc2ccc(S(N)(=O)=O)cc2)oc2ccccc12	2	9	-386	5	7	22	0	4	-4
Cc1nn(Cc2c(F)c(F)c(F)c(F)c2F)c(C)c1NC(=O)c1c([N+](=O)[O-])cnn1C	21	1	12	-8	12	-5	-5	-2	-1
Cc1cc(C)c(NC(=O)Cn2c(=O)n(Cc3ccco3)c(=O)c3ccccc32)c(C)c1	-9	11	18	-16	-8	10	-8	-8	-3
O=C(O)CCNc1nc(C(F)(F)F)nc2ccccc12	14	-7	6	-3	-3	-2	-7	8	3
Cc1noc(C)c1S(=O)(=O)Nc1ccc2c(c1)C(=O)N([C@H](C)CO)C[C@H](C)[C@@H](CN(C)C(=O)NC(C)C)O2	-28	21	5	-5	18	4	1	-22	1
CCOC(=O)c1cc(-c2ccc(OC)cc2)nn1-c1ccc(C(=O)O)cc1	-6	10	-7	4	1	-14	3	-5	1
CCN1CCN(C(=O)CCc2nnc(CCc3ccc(OC)cc3)o2)[C@@H](C)C1=O	-2	11	4	-7	0	-9	5	-2	-1
COc1cc(C)c(S(=O)(=O)NCCCn2ccnc2)cc1C	-5	1	14	-2	-6	8	-5	-10	-3
COc1ccccc1N(CC(=O)N1CCC(C(N)=O)CC1)S(=O)(=O)c1ccccc1	-2	8	11	-6	-9	3	-5	-8	-1

A stretch of the results above, as a working copy:
SMILES	SENP6 block	NALP3 yeast inh	SENP8 block-1	SENP7 inh	PfGluPho inh	Apaf-1 inh	HKDC1 inhibitor	SENP8 block-2	SENP1 inh
COc1ccc(/C=N/NC(=O)CCC(=O)Nc2ccc(Br)cc2)c(OC)c1	-4	1	8	3	-5	13	-9	0	2
CS/C(N)=N/C(=S)Nc1cccc(Cl)c1	58*	16	22	21	4	-7	5	5	2
CCn1c(COc2ccccc2C(N)=O)nc2ccccc21	4	9	-25	3	-10	8	-11	-5	2
CCn1cc(C(=O)OC(C)C(=O)Nc2c(C)n(C)n(-c3ccccc3)c2=O)c(=O)c2ccc(C)nc21 (stereo not drawn)	.	.	14	.	-16	.	-9	.	-1
Cc1scc(-c2n[nH]c(=S)n2Cc2ccccc2)c1C	-9	5	24	-9	14	19	0	-5	3
Cc1ccc(CNc2ccc(CNc3ncn[nH]3)cc2)cc1	6	-11	8	1	3	-11	-8	0	3
O=C(CSc1ccc(F)cc1)N1CCN(S(=O)(=O)c2ccccc2)CC1	-26	33	6	-8	-11	8	-5	-7	3
Cc1c(C(=O)NNC(=S)Nc2ccc(S(N)(=O)=O)cc2)oc2ccccc12	2	9	-386	5	7	22	0	4	-4
Cc1nn(Cc2c(F)c(F)c(F)c(F)c2F)c(C)c1NC(=O)c1c([N+](=O)[O-])cnn1C	21	1	12	-8	12	-5	-5	-2	-1
Cc1cc(C)c(NC(=O)Cn2c(=O)n(Cc3ccco3)c(=O)c3ccccc32)c(C)c1	-9	11	18	-16	-8	10	-8	-8	-3
O=C(O)CCNc1nc(C(F)(F)F)nc2ccccc12	14	-7	6	-3	-3	-2	-7	8	3
Cc1noc(C)c1S(=O)(=O)Nc1ccc2c(c1)C(=O)N([C@H](C)CO)C[C@H](C)[C@@H](CN(C)C(=O)NC(C)C)O2	-28	21	5	-5	18	4	1	-22	1
CCOC(=O)c1cc(-c2ccc(OC)cc2)nn1-c1ccc(C(=O)O)cc1	-6	10	-7	4	1	-14	3	-5	1
CCN1CCN(C(=O)CCc2nnc(CCc3ccc(OC)cc3)o2)[C@@H](C)C1=O	-2	11	4	-7	0	-9	5	-2	-1
COc1cc(C)c(S(=O)(=O)NCCCn2ccnc2)cc1C	-5	1	14	-2	-6	8	-5	-10	-3
COc1ccccc1N(CC(=O)N1CCC(C(N)=O)CC1)S(=O)(=O)c1ccccc1	-2	8	11	-6	-9	3	-5	-8	-1

Later entries
SMILES	SENP6 block	NALP3 yeast inh	SENP8 block-1	SENP7 inh	PfGluPho inh	Apaf-1 inh	HKDC1 inhibitor	SENP8 block-2	SENP1 inh
Cc1nc(N2CCN(C(=O)c3cnccn3)CC2)c2c3c(sc2n1)CC(C(C)(C)C)CC3 (stereo not drawn)	-6	9	8	-3	7	3	4	-4	3
O=C(NC1CCCCC1)C(c1ccncc1)N(C(=O)c1csnn1)c1cccc(F)c1 (stereo not drawn)	14	11	10	1	-7	4	3	7	2
CCOc1ccc(S(=O)(=O)N2CCC(C(=O)NC3CCCCC3)CC2)cc1	-17	26	2	-6	6	-8	-6	-2	3
Cc1ccc(/C=N/NC(=O)c2cccnc2)o1	-3	13	-17	5	-13	-4	11	-8	-50
N/C(=N\c1nc2ccccc2o1)NC(=O)/C=C/c1ccccc1	-16	27	28	-11	15	13	-3	-2	-2
CCc1nnc(NC(=O)c2cc(-c3ccncc3)nc3ccccc23)s1	-2	7	18	9	-16	1	-5	3	0
COc1ccc(CN2CCN(Cc3ccc(OC)c(OC)c3OC)CC2)cc1	5	16	24	1	14	4	-2	-13	0
CCCCCOC(=O)Nc1nnc(CCC)s1	-1	10	13	-2	8	16	4	0	4
Cn1ncc(Cl)c1C(=O)N1CCN(C23CC4CC(CC(C4)C2)C3)CC1	-7	-2	10	-12	3	-3	-5	-4	-1
CC1=C(CC(=O)c2ccccc2)C(=O)c2ccccc2C1=O	28	6	23	0	-32	45*	8	6	-3
Cc1ccc(CNC(=O)c2ccc(N3CCC4(CC3)CC(c3cccc(Br)c3)=NO4)c(NC(=O)c3ccc(Cl)c([N+](=O)[O-])c3)c2)cc1	-5	19	5	10	-10	3	-4	-3	2
N#CCC(=O)N/N=C/c1c2ccccc2cc2ccccc12	-24	1	-51	6	8	10	-6	-2	-33
Fc1ccccc1N1CCN(Cc2cccnc2)CC1	-3	2	7	-4	-12	-2	-12	-4	2
Cc1nc(SCC(=O)OCc2ccccc2)c(C#N)c(-c2ccccc2)c1C(=O)Nc1ccccc1	-5	12	-9	-5	17	14	2	2	-8
CCN1CC(=O)Nc2cc(S(=O)(=O)N3CCOCC3)ccc21	-13	-5	14	9	-2	-15	-5	4	-11
CCOC(=O)N1CCc2c(sc3c2c(=O)n(Cc2ccccc2)c(=O)n3Cc2ccccc2F)C1	4	5	19	-6	10	14	-2	5	2
C/C(CC(=O)Nc1cccc2c1CCCC2)=N\NC(=O)c1ccccc1N	4	14	-303	-2	12	-5	-13	4	-3
COc1ccc(C2CC(=O)N3CN(c4ccc(C)c(Cl)c4)CSC3=C2C#N)cc1 (stereo not drawn)	4	10	-57	18	70*	47*	18	11	-47
COc1ccc(-c2ccc3nnc(SCC(=O)N4CCCC4)n3n2)cc1	-12	-9	-426	9	9	9	-2	-17	0
CC(=O)Nc1ccc2c(CN3C(=O)NC(C)(c4ccc(C)cc4)C3=O)cc(=O)oc2c1 (stereo not drawn)	-1	1	-427	-3	10	-3	5	-3	-15
Cc1ccccc1OCCC(=O)OCC(=O)NNC(=O)c1cccs1	17	6	6	-2	-13	0	0	6	2
Cc1cc(C)cc(N(C(=O)c2csnn2)C(C(=O)NC(C)(C)C)c2cccs2)c1 (stereo not drawn)	-17	20	5	5	6	-15	-8	-9	0
O=C1NC2(CCN(Cc3ccccc3)CC2)Oc2ccccc21	-2	10	17	-2	-11	-17	-8	-3	3
CC(=O)c1c(Nc2ccccc2)sc(C(=O)c2ccccc2)c1C	-12	-3	22	6	-15	25	-2	-3	-2
Cc1cc(C)cc(OCC(=O)NNC(=O)CCC(=O)NCc2ccccc2)c1	-19	-5	7	-2	-24	-1	-8	-2	5
(continued)
SMILES	SENP6 block	NALP3 yeast inh	SENP8 block-1	SENP7 inh	PfGluPho inh	Apaf-1 inh	HKDC1 inhibitor	SENP8 block-2	SENP1 inh
CCOC(=O)c1sc(=NC(=O)c2ccc(Br)cc2)n(C)c1C	-28	2	-391	-4	-24	-10	-4	-8	-4
O=C(N/N=C1/CCSC1)c1cccc([N+](=O)[O-])c1	-2	4	8	-2	17	-21	-9	-8	1
O=c1c2ccccc2c(=O)n(-c2ccccc2)n1-c1ccccc1	.	.	4	.	-5	.	-8	.	2
CN(CCCNS(=O)(=O)c1cccc2cccnc12)Cc1ccccc1	-1	-1	7	0	14	4	-4	0	-1
CC(C)n1cc(/C=C2/NC(=O)N(c3cccc(Cl)c3)C2=O)c2ccccc21	-6	14	-95	0	6	12	0	11	-93
CCOC(=O)c1sc(NC(=O)CSc2nnnn2-c2ccccc2)nc1C	-17	2	23	1	-11	12	6	-6	-2
O=C(N/N=C/c1ccc([N+](=O)[O-])s1)c1ccncc1	58*	19	34	21	2	-9	5	12	-2
CC(C)(C)C1CCC(=NNC(=O)c2ccco2)CC1 (stereo not drawn)	5	1	9	-5	5	6	-3	-5	-1
